From PubChem BioAssay
APJ antagonist: blocks the human apelin receptor APJ; CHO-K1 APJ beta-arrestin complementation, luminescence; inhibition, % at 20 µM; 330,000 compounds, 0.32% hits; AID 2521;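 active means inhibition above about 40% at 20 µM, limit read from the data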;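 further: cells challenged with 10 nM apelin-13 agonist together with compound; plate controls were apelin-13 plus DMSO wells for no effect and DMSO wells lacking apelin-13 for full effect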
Target sequence (P35414 whole entry, looked up): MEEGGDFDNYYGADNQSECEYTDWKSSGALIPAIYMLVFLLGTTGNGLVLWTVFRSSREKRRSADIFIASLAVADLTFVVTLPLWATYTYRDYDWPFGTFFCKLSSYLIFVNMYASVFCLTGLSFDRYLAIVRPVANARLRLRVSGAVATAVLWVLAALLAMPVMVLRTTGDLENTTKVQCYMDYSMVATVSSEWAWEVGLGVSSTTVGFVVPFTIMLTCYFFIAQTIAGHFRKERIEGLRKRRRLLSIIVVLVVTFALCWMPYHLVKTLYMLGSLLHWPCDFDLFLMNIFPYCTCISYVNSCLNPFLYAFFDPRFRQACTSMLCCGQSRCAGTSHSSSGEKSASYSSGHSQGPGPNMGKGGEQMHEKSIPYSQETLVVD
EBI2 block: antagonists of human EBI2 receptor. EBI2 beta-arrestin recruitment, luminescence, 7a,25-OHC stimulated. inhibition, % at 5 µM. 360,000 compounds, 0.81% hits; in the data active means inhibition above about 38%;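 further: enzyme fragment complementation signal reports receptor beta-arrestin coupling in cells; 0% = agonist plus DMSO wells and 100% = wells without agonist; some results beyond the cut were filed as inactive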
Target sequence (P32249 whole entry, looked up, the tested form may be a part): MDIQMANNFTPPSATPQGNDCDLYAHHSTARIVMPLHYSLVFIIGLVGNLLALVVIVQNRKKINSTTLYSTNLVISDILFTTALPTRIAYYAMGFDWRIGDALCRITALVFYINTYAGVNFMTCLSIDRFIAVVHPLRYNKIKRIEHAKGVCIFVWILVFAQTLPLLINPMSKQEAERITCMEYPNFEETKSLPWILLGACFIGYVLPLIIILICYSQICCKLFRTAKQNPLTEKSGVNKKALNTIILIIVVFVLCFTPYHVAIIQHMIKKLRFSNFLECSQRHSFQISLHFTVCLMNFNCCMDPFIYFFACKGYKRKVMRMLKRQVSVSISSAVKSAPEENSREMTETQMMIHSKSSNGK
CCR6 antagonist: CCR6 (human) receptor antagonism | P51684 | CHO-K1 CCR6 PathHunter beta-arrestin, luminescence, CCL20-stimulated | inhibition, % at 20 µM | 340,000 compounds, 0.49% hits | AID 493098;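 active means compounds whose inhibition of the agonist-driven luminescence signal at 20 µM reaches about 50%, limit read from the data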;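 further: cells stimulated with CCL20 at 14 nM final; plate controls were DMSO with CCL20 for no effect and DMSO without agonist for full effect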
UBC13 inh: inhibitors of human UBC13 polyubiquitin chain formation. P61088. TR-FRET. inhibition, % at 20 µM. 330,000 compounds, 0.47% hits. AID 485273; in the data active means inhibition above about 45%, passing the limit was not always enough; inconclusive means no clear call, values can overlap the other calls
Jurkat NFkB inh: lowers PMA/ionomycin-induced NF-kB signal in Jurkat cells | PMA/ionomycin-induced NF-kB luciferase reporter, luminescence | inhibition, % at 4 µM | 330,000 compounds, 0.53% hits | AID 435003; in the data active means inhibition above about 50%
697 NFkB inh: lowers PMA/ionomycin-induced NF-kB signal in 697 B cells; 697 B-cell NF-kB luciferase reporter, 16 h; inhibition, % at 4 µM; 330,000 compounds, 0.33% hits; AID 435022; in the data active means inhibition above about 35%
CXCR6 inh: blocks human CXCR6 beta-arrestin recruitment; O00574; CHO-K1 PathHunter CXCR6 beta-arrestin, luminescence; inhibition, % at 20 µM; 360,000 compounds, 0.36% hits; in the data active means inhibition above about 34%, passing the limit was not always enough;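 further: antagonist mode with CXCL16 agonist at 10 nM final; 0% = 10 nM CXCL16 with DMSO and 100% = unstimulated wells without agonist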
Target sequence (O00574 whole entry, looked up): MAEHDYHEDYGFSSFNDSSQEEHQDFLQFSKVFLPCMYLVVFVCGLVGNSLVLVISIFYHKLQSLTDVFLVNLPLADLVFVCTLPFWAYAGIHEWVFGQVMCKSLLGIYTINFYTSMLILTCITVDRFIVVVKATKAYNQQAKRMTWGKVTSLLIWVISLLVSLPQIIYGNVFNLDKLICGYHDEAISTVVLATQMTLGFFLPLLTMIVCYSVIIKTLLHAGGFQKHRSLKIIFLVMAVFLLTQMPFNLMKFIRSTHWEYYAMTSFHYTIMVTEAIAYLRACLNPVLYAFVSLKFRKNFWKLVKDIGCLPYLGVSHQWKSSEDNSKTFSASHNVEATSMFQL
Gli-Sufu antag: antagonists of Gli-Sufu signaling; Sufu-KO-LIGHT fibroblasts, Gli luciferase reporter luminescence; inhibition, % at 5 µM; 340,000 compounds, 0.74% hits; AID 588413;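 active means inhibition above about 55%, limit read from the data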;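 further: 0% = DMSO-treated cells and 100% = wells with medium but no cells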
An asterisk follows results filed as active; ? = inconclusive; . = no result given.

SMILES	APJ antagonist	EBI2 block	CCR6 antagonist	UBC13 inh	Jurkat NFkB inh	697 NFkB inh	CXCR6 inh	Gli-Sufu antag
c1cncc(-c2nn3c(Cn4nnc5ccccc54)nnc3s2)c1	-12	-4	1	10	4	11	29	1
CCN(CC(=O)Nc1ccc(N2CCOCC2)cc1)C(=O)COc1ccccc1OC	1	-13	8	4	-6	8	-6	.
O=C(Nc1cc(S(=O)(=O)Nc2ccccc2Cl)ccc1O)c1cc2c(s1)CCCC2	-31	1	-1	6	-7	-4	-2	2
COc1ccc(-n2nnnc2SCC(=O)N2C(C)CCCC2C)c(OC)c1 (centres undefined)	-8	12	-3	0	-26	-26	-2	-1
Cc1nc(N)c(CC(Br)CBr)c(Cl)n1 (centres undefined)	10	-13	-4	5	12	15	-5	-2
O=C(/C(=C/O)N=Nc1ccccc1)c1ccco1	-8	-2	-6	-8	-2	7	0	6
CC1Sc2ccc(C(=O)Nc3ccccc3OC(F)F)cc2NC1=O (centres undefined)	2	-10	-1	1	-22	-6	-4	-39
O=C(Nc1cccnc1)C1CCCN(S(=O)(=O)c2ccccc2)C1 (centres undefined)	-4	4	9	0	-17	-7	-8	5
COCCn1c(=O)[nH]c2cc(C(=O)NCCc3ccc(S(N)(=O)=O)cc3)ccc2c1=O	-4	-3	-3	-2	-21	-34	-9	-7
CCCCOC(=O)Nc1nccs1	-1	-8	9	-2	-11	-2	1	-4
COC(=O)c1cc(-c2ccccc2)n(CCN)c1C	-4	-9	-3	-1	7	16	4	-2
CCc1ccc(C(=O)NCc2cnn(C)c2)s1	8	3	0	2	-22	3	-1	-7
COC(=O)Nc1nc2c(s1)CCCC2	7	-3	-7	-6	-26	-15	4	-13
O=C(CSc1nnc(-c2ccccc2)c(-c2ccccc2)n1)Nc1ccc(Br)cn1	.	28	20	.	.	.	6	9
CC(C)[C@H](NC(=O)Nc1cccc(Br)c1)C(=O)O	-1	-8	-11	-17	1	-8	-7	-19

Entries of single compounds, looked up by structure:
CC1Sc2ccc(C(=O)Nc3ccccc3OC(F)F)cc2NC1=O (centres undefined) in the list: APJ antagonist: 2; EBI2 block: -10; CCR6 antagonist: -1; UBC13 inh: 1; Jurkat NFkB inh: -22; 697 NFkB inh: -6; CXCR6 inh: -4; Gli-Sufu antag: -39
c1cncc(-c2nn3c(Cn4nnc5ccccc54)nnc3s2)c1 in the list: APJ antagonist: -12; EBI2 block: -4; CCR6 antagonist: 1; UBC13 inh: 10; Jurkat NFkB inh: 4; 697 NFkB inh: 11; CXCR6 inh: 29; Gli-Sufu antag: 1

The main list resumes; the 3 compounds before the break are reprinted first.
SMILES	APJ antagonist	EBI2 block	CCR6 antagonist	UBC13 inh	Jurkat NFkB inh	697 NFkB inh	CXCR6 inh	Gli-Sufu antag
COC(=O)Nc1nc2c(s1)CCCC2	7	-3	-7	-6	-26	-15	4	-13
O=C(CSc1nnc(-c2ccccc2)c(-c2ccccc2)n1)Nc1ccc(Br)cn1	.	28	20	.	.	.	6	9
CC(C)[C@H](NC(=O)Nc1cccc(Br)c1)C(=O)O	-1	-8	-11	-17	1	-8	-7	-19
Clc1ccc(N/N=C/c2cccs2)nn1	-21	-11	-3	-3	-23	-16	2	-10
Cc1cc(C)c2c(-n3cccc3)c(NC(=O)OCc3ccccc3)sc2n1	-11	20	2	1	-1	-8	-5	5
O=C(NCc1ccccc1CN1CCCC1)c1cccc(S(=O)(=O)N2CCOCC2)c1	8	-2	7	-5	-24	-5	-9	-4
Cc1ccc(Sc2cnccc2C#N)cc1	4	3	-4	?	18	-18	-2	-2
COc1cc(C#Cc2ccc3cc(CCCO)oc(=O)c3c2)cc(OC)c1	1	7	-5	27	43	-43	-23	12
CC1CCN(C(C)C(=O)Nc2ccccc2-c2ccccc2)CC1 (centres undefined)	-4	9	-1	-8	1	14	5	12
NS(=O)(=O)c1ccc(N/N=C/c2ccc(O)cc2O)c([N+](=O)[O-])c1	-2	43*	46	-218	16	-4	24	6
CC(C)CCn1c(=O)[nH]c2ccccc21	3	-6	6	6	8	12	-5	0
CCc1c(C)nc2c(C#N)c[nH]n2c1=O	-7	-12	7	-2	8	5	0	-6
CC(=O)Nc1ccc(S(=O)(=O)N2CCC(c3nc4ccc(C)cc4[nH]3)CC2)cc1	1	-4	-20	19	13	38*	-2	6
CC(=O)Nc1cccc2c1C(=O)N(c1ccccc1C)C2=O	-23	4	6	10	13	13	-11	-10
Cc1cccc(N(CC(=O)NC2CCCCC2)C(=O)c2c(C)noc2C)c1	10	-4	6	3	5	10	2	3
Cc1ccc(-c2nnc(N3CCCCC3)c3ccccc23)cc1S(=O)(=O)N1CCN(C)CC1	0	5	26	14	0	4	5	5
COc1cc(NC(=O)c2cccs2)c(C(=O)OCC(=O)c2cc(C)n(-c3ccc(F)cc3)c2C)cc1OC	-7	16	0	8	5	-24	-4	19
Cc1cccc(NC(=O)Nc2cnccn2)c1C	-29	-11	-3	0	-2	-44	-2	-8
Cc1ccc(N(CCC#N)C(=O)COC(=O)C2CCN(S(=O)(=O)c3ccc4c(c3)OCCO4)CC2)cc1	-1	12	-1	0	13	-13	2	3
Cc1ccc(Cl)cc1N1CCN(C(=O)c2ccc(CS(=O)Cc3ccc(Cl)cc3)o2)CC1 (centres undefined)	-23	-12	0	9	15	-6	-12	3
CCN1C(=O)CC(N2CCN(CC(=O)NC(C)C)CC2)C1=O (centres undefined)	18	-15	4	-5	-2	5	4	3
CC(C)Oc1ccccc1C1NC(=O)CCC1[N+](=O)[O-] (centres undefined)	4	2	0	-2	-17	-45	-3	-11
O=C(O)c1cccc(Nc2ccnc(Nc3cccc(C(=O)O)c3)n2)c1	17	-4	8	4	40	18	6	-41
O=C(COc1ccc(Cl)cc1)NCc1nnc(SCC(=O)N2CCCC2)o1	-4	16	12	2	13	3	-3	10
Fc1ccc(C(Nc2ccccn2)c2c[nH]c3ccccc23)cc1 (centres undefined)	13	12	31	4	9	-3	6	6
COc1ccccc1C(=O)NCCC(=O)Nc1ccc(S(=O)(=O)Nc2ncccn2)cc1	22	-5	1	6	-1	10	9	1
COc1cccc(OC)c1C(=O)Nc1cccc(C(=O)Nc2cccc(C(=O)O)c2)c1	2	-1	-6	-4	-2	2	-2	2
CCN(CC)C(=S)NCCc1ccccc1	-6	-7	9	-6	-1	-18	4	-2
Cc1ccc(S(=O)(=O)N2CCN(C(=O)CN3CCN(C)CC3)C2)cc1	-19	-12	-4	2	-21	-18	0	4
CCCN1CCN(C(=O)Cn2nc(CC)n3c(cc4sccc43)c2=O)CC1	-9	-7	-9	8	-2	6	-6	14
CC12CC3CC1C(C(=O)O2)C3C(=O)O (centres undefined)	.	-2	5	.	.	.	-2	-6
Cc1ccc(-c2nnn(CC(=O)N(CC3CCCO3)C(C(=O)NC(C)(C)C)c3ccc(F)cc3)n2)o1 (centres undefined)	14	-6	1	-8	0	19	10	-11
COc1cc(CN2CCN(S(=O)(=O)c3ccccc3)CC2)cc(OC)c1OC	3	-1	3	-2	7	-4	-6	5
COc1ccc(-n2cccc2/C=C2/NC(=O)N(c3cccc(Cl)c3)C2=O)cc1	-14	18	8	-1	-83	-87	-4	-7
Cc1noc(C)c1C(=O)OCC(=O)Nc1ccc(N2CCOCC2)cc1	-13	-7	8	-10	-9	-9	4	-13
O=c1c(Cl)c(N/N=C/c2ccc(Br)cc2)cnn1-c1ccccc1	-15	13	-20	-3	-1	-47	2	4
Cc1cc(C)n(CC(=O)n2c3c(c4ccccc42)CCCC3)n1	-6	0	-2	-8	23	-1	-16	-3
COc1cc2c3c(c1OC)C1(C=CC(=NNC(N)=O)C=C1)CC3N(C(C)=O)CC2 (centres undefined)	-4	-1	6	-6	-9	7	-1	-9
Cc1ccc(-n2c(=O)[nH]c3ncccc3c2=O)cc1	-5	-8	1	-3	11	8	-1	-3
CCOc1ccc(-c2ccc(NS(=O)(=O)c3cc([N+](=O)[O-])c(C)c([N+](=O)[O-])c3)cc2)nn1	-10	3	-9	-8	13	0	-10	-10
CC(CC(=O)Nc1cc(C(F)(F)F)ccc1Cl)c1ccccc1 (centres undefined)	11	6	9	4	-2	-3	0	-1
Cc1n[nH]c(C)c1CCC(=O)N/N=C/c1c(C)[nH]c2ccccc12	3	-5	9	2	3	22	3	-3
C[C@H](CO)N1C[C@H](C)[C@@H](CN(C)CC2CC2)Oc2c(NS(=O)(=O)c3ccccc3)cccc2C1=O	15	-6	9	16	0	-1	-7	-1
Cc1ccc(C(=O)N/C(=C/c2ccc(Cl)cc2)C(=O)NCC2CCCO2)cc1 (centres undefined)	-6	-6	-2	5	5	11	7	-1
N#Cc1c(N)nc(SC2CCCCC2=O)c(C#N)c1-c1ccco1 (centres undefined)	9	16	-2	10	-3	11	-7	-4
Cn1nc(/C=C/c2ccccc2)ccc1=O	-3	2	0	7	-41	-5	1	-18
COc1ccccc1C(=O)NNC(=O)c1ccccc1Br	2	-6	6	8	-3	-6	2	-7
O=Nc1c(O)n(Cc2ccc(Cl)c(Cl)c2)c2ccccc12	5	-28	-6	-1	2	-19	3	9
COc1ccc(OC)c(NC(=O)CSc2nccn2Cc2ccco2)c1	11	-7	4	4	-2	-14	-8	-6
O=C(NCCOc1ccccc1)C1Nc2ccc(OC(F)(F)F)cc2C2C=CCC12 (centres undefined)	4	-3	2	4	-2	8	-10	-2
O=C(Nc1cccc2nsnc12)c1ccc(-c2ccc(Br)cc2)o1	4	-2	-8	45	-24	-42	-8	38
C=C(C)c1nc(Oc2ccccc2)nc(Oc2ccccc2)n1	.	-12	-8	.	.	.	-24	-17
O=C(NN1C(=O)c2ccccc2NC1c1ccc([N+](=O)[O-])o1)c1ccccc1 (centres undefined)	-27	-1	-19	-9	-5	0	-17	7
COc1ccc(NC(=O)COc2cccc3c2CCN(Cc2cccnc2)C3=O)cc1	-12	-9	5	-11	9	-2	7	-4
O=C(CSc1nc2c(cnn2-c2ccccc2)c(=O)[nH]1)N1CCCCC1	-14	7	8	4	-3	-8	9	1
Cc1ccc(S(=O)(=O)c2nnn3c2nc(N2CCC(C(N)=O)CC2)c2ccccc23)cc1C	21	11	7	3	3	9	-2	6
O=C1c2ccccc2C(=O)N1Cc1cc(-c2ccc(Cl)cc2)no1	15	-1	28	0	0	0	2	-2
Cc1ccc(S(=O)(=O)N2CCCCC2)cc1C(=O)OC(C)C(=O)NCC1CCCCC1 (centres undefined)	1	18	15	-8	4	-43	11	23
COc1ccc(C(=O)N(C)c2ccccc2C(=O)NCCc2ccccc2)cc1	-5	-8	7	5	16	1	-8	6
COc1ccccc1NC(=S)c1ccccc1	-4	-1	4	-1	-3	-5	7	-2
COc1ccc(CNC(=O)C(NC(C)=O)C(=O)Nc2ccc(C(C)C)cc2)cc1 (centres undefined)	-13	-2	-12	0	15	10	-5	-8
Cc1ccc(NC(=O)C2CCN(S(=O)(=O)c3cccc4nonc34)CC2)nc1	3	1	3	-2	18	-1	3	-5
Cc1ccc(O)c(C2=Nc3ccccc3N=C(c3ccco3)C2)c1	5	15	9	4	17	-15	10	-2
The list continues:
SMILES	APJ antagonist	EBI2 block	CCR6 antagonist	UBC13 inh	Jurkat NFkB inh	697 NFkB inh	CXCR6 inh	Gli-Sufu antag
Cc1cc(OCc2nc(-c3cccnc3)no2)c(C)cc1Br	-1	4	5	8	5	-6	-4	20
CCn1ncc2c(OCc3ccc(C#N)cc3)cc(C)nc21	-6	7	20	3	14	-19	8	2
COc1ccccc1CNC(=O)COC(=O)C12CC3CC(CC(O)(C3)C1)C2	-8	-1	13	3	11	9	-2	5
COC(=O)c1ccc(NC2=CC(=O)CC(C)(C)C2)cc1	-5	1	0	-8	4	-20	-2	0
CCOC(=O)Cn1c(=O)c(-c2ccccc2NCc2ccccc2)nc2ccccc21	22	9	-16	-65	-2	13	16	7
CCN1CCN(C(=O)c2cc3cc(Cl)ccc3[nH]2)CC1	13	84*	3	7	-11	20	-4	19
CC(C)(C)c1ccc(SCCc2ccccn2)cc1	3	2	25	5	-97	-132	-6	-70
CC(C)=C(C#N)c1nc2ccccc2s1	0	-4	5	6	10	7	-6	1
